# Assay outcomes: PubChem BioAssay, several laboratories
# Mtb FBA inh: inhibitors of M. tuberculosis fructose-bisphosphate aldolase; AID 588726; purified M. tuberculosis FBA, fluorescence read-out; inhibition, % at 1 µM; P9WQA3; 2.3% of 360,000 active; in the data active = inhibition above about 27%;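 note: 0% = vehicle and 100% = reference inhibitor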
# GDH-TPI counter: counter-screen for M. tuberculosis FBA inhibitors: GDH-TPI coupled enzymes | inhibition, % at 4.8 µM | 1.2% of 360,000 active | GDH-TPI coupled enzyme counterscreen, NADH absorbance; in the data active = inhibition above about 30%;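 note: 0% = DMSO wells and 100% = wells lacking the enzyme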
# PriA SSB inh: blocks PriA binding to SSB C-terminal tail. AlphaScreen SSBct-PriA binding, biotinylated peptide. inhibition, % at 33 µM. 0.6% of 430,000 active. AID 1272365; in the data active = inhibition mostly above about 37%, no sharp cut-off; inactive = mostly below about 20%;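 note: plate controls were negative control peptide for no effect and reference peptide for full effect; strong numbers were not always called active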
# BH1578 lux ind: induces V. cholerae light production without autoinducers; V. cholerae BH1578 lux reporter, luminescence, 6 h; activation, % at 18.7 µM; 0.16% of 350,000 active; AID 588436; in the data active = activation mostly above about 9.7%, no sharp cut-off; note: not every result past the cut was called active; inactives centre near 0; reference of the scale not given here
# MazEF act: increases E. coli MazEF RNase cleavage of RNA; P0AE70; FAM/BHQ RNA-DNA oligo cleavage fluorescence, 5 h; activation, % at 20 µM; 0.32% of 350,000 active; AID 504720; in the data active = activation above about 50%
# Target sequence (P0AE70 whole entry, looked up): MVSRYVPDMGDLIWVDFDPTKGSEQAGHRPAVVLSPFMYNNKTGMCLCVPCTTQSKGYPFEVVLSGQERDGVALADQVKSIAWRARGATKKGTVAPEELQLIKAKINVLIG
# Rv3671c inh: Rv3671c (M. tuberculosis) protease inhibition. 0.048% of 320,000 active. inhibition, % at 5.96 µM. AID 2606. P9WHR9; in the data active = inhibition above about 38%;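 note: extracellular domain of Rv3671c used as enzyme; 0% = enzyme with DMSO and 100% = no enzyme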
# Target sequence (P9WHR9 whole entry, looked up, the tested form may be a part): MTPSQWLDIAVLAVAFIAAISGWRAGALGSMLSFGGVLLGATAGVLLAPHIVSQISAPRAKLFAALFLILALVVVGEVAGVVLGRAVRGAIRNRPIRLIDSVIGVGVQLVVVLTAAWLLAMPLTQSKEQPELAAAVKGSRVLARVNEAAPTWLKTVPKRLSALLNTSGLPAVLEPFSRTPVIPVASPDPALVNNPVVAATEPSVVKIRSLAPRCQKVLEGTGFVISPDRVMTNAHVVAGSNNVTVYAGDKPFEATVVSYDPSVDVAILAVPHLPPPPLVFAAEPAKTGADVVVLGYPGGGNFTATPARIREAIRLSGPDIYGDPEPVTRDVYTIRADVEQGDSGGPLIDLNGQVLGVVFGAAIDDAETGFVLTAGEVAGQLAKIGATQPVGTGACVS
# BioA inh: blocks M. tuberculosis BioA enzyme activity; purified M. tuberculosis BioA enzyme, plate reader; inhibition, % at 9.99 µM; 0.096% of 360,000 active; AID 602481; in the data active = inhibition above about 40%
# Mtb UGM inh: blocks M. tuberculosis UGM enzyme | inhibition, % at 10 µM | purified UGM, fluorescence polarization probe displacement | 0.06% of 320,000 active | AID 504406; in the data active = inhibition above about 10%, passing the limit was not always enough
# VHR inh abs: blocks human VHR1 dual specificity phosphatase | P51452 | recombinant VHR phosphatase, pNPP absorbance | inhibition, % at 13.3 µM | 0.52% of 290,000 active; in the data active = inhibition above about 50%; note: some compounds called inactive have numbers as strong as hits
# Target sequence (P51452 whole entry, looked up): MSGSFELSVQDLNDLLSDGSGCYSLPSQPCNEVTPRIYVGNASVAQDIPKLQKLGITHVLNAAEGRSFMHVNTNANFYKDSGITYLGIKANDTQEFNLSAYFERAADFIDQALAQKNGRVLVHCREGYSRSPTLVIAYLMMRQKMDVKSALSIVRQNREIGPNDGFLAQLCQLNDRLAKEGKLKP
# 3CLpro inhibitor: SARS-CoV 3CLpro protease inhibition | inhibition, % at 6 µM | 0.14% of 290,000 active | recombinant SARS-CoV 3CLpro, quenched FRET peptide cleavage; in the data active = inhibition above about 12%
# * hit, by the source's call; i = inactive; nt = no result given; & = joins results of further samples. Some of the compounds tested, so the mix of outcomes need not match the whole.
1: O=C(NCc1cccc(Cl)c1)c1ccc(-n2cncn2)c2ccoc12
2: C[C@H](CO)N1C[C@H](C)[C@@H](CN(C)CC2CCCCC2)Oc2ccc(NC(=O)CCN3CCOCC3)cc2C1=O
3: CC(=O)Nc1ccc(S(=O)(=O)N2CCC(N3CCCCC3)CC2)cc1
4: COc1ccc(/C=C2\SC(=S)N(CCCC(=O)Nc3ccc(C(=O)O)cc3)C2=O)cc1OC
5: Fc1ccc(CSc2ccc(-c3cccs3)nn2)cc1
6: Cc1cc(C(=O)COC(=O)CCc2nc3ccccc3s2)c(C)n1C
7: O=C(O)c1ccccc1-c1ccccc1C(=O)Nc1ccccc1
8: COc1cc2c(cc1OC)C(C1C(=O)CCCC1=O)N(C(=O)CCl)CC2 (configuration not stated)
entry no. | 1 | 2 | 3 | 4 | 5 | 6 | 7 | 8
Mtb FBA inh | 0 | 0 | 1 | -5 | 0 | -1 | -2 | 23
GDH-TPI counter | -11 | 4 | 5 | 12 | 15 | 6 | 6 | -7
PriA SSB inh | nt | 6 | -1 | nt | -5 | 18 | -1 | -6
BH1578 lux ind | i | i | i | -0.3 | -0.8 | -5.6 | i | -0.4
MazEF act | nt | 4 | -1 | -32 | -2 | -4 | 6 | 1
Rv3671c inh | nt | 2 | -4 | -16 | 9 | -6 | -2 | -4
BioA inh | 0.8 | -2.0&-2.0 | 1.2 | -1.1 | 0.1 | -1.4 | -2.8 | 1.8
Mtb UGM inh | nt | -0.5 | -2.0 | 1.4 | nt | -1.5 | 2.6 | 0.6
VHR inh abs | nt | nt | 17 | 1 | 23 | 10 | 11 | -7
3CLpro inhibitor | nt | nt | 3 | 4 | 0 | 2 | 2 | -5

9: Cc1nc(Cl)c(S(N)(=O)=O)c(C)c1Cl
10: O=C(NC(=S)Nc1cccc(F)c1)c1cccc([N+](=O)[O-])c1
11: Cn1c(SCc2ccccc2Cl)nc2ccccc21
12: CCCc1cc(=O)[nH]c(SC(CC)C(=O)Nc2ccccc2C#N)n1 (configuration not stated)
13: Cc1ccc(C)c(N2N=C(C(=O)Nc3nccs3)CCC2=O)c1
14: COc1ccc(S(=O)(=O)N2CCOCC2)cc1NC(=O)c1cccc2c(=O)c(C)c(-c3ccccc3)oc12
15: COc1ccc(C(CCN2CCCCC2)c2c(OC)cc(OC)c3c(-c4ccccc4)cc(=O)oc23)cc1 (configuration not stated)
16: Cc1ccc2ncccc2c1
entry no. | 9 | 10 | 11 | 12 | 13 | 14 | 15 | 16
Mtb FBA inh | 0 | 3 | 0 | 1 | -3 | 0 | 2 | 3
GDH-TPI counter | -4 | 7 | -1 | -3 | 5 | 1 | 16 | -7
PriA SSB inh | -9 | -19 | -31 | 1 | -13 | 8 | 11 | -8
BH1578 lux ind | -0.3 | i | i | 2.4 | -0.6 | -0.4 | i | 0.8
MazEF act | 5 | 5 | -2 | -1 | -3 | -16 | 13 | 1
Rv3671c inh | -7 | -8 | 10 | -3 | -3 | -14 | -2 | -3
BioA inh | nt | nt | nt | 0.8 | -2.2 | -1.1 | -0.7 | 2.4
Mtb UGM inh | 2.9 | 3.2 | -1.4 | -0.8 | -0.7 | 1.8 | -0.6 | 2.8
VHR inh abs | 27 | 4 | 16 | -4 | 30 | -25 | -1 | nt
3CLpro inhibitor | 1 | 4 | -2 | 3 | 2 | 1 | nt | nt

# Exported with values under each structure: entries from further up
# Results follow in this order: Mtb FBA inh	GDH-TPI counter	PriA SSB inh	BH1578 lux ind	MazEF act	Rv3671c inh	BioA inh	Mtb UGM inh	VHR inh abs	3CLpro inhibitor
6	Cc1cc(C(=O)COC(=O)CCc2nc3ccccc3s2)c(C)n1C
  -1	6	18	-5.6	-4	-6	-1.4	-1.5	10	2
7	O=C(O)c1ccccc1-c1ccccc1C(=O)Nc1ccccc1
  -2	6	-1	i	6	-2	-2.8	2.6	11	2
8	COc1cc2c(cc1OC)C(C1C(=O)CCCC1=O)N(C(=O)CCl)CC2 (configuration not stated)
  23	-7	-6	-0.4	1	-4	1.8	0.6	-7	-5
9	Cc1nc(Cl)c(S(N)(=O)=O)c(C)c1Cl
  0	-4	-9	-0.3	5	-7	nt	2.9	27	1
10	O=C(NC(=S)Nc1cccc(F)c1)c1cccc([N+](=O)[O-])c1
  3	7	-19	i	5	-8	nt	3.2	4	4
11	Cn1c(SCc2ccccc2Cl)nc2ccccc21
  0	-1	-31	i	-2	10	nt	-1.4	16	-2
12	CCCc1cc(=O)[nH]c(SC(CC)C(=O)Nc2ccccc2C#N)n1 (configuration not stated)
  1	-3	1	2.4	-1	-3	0.8	-0.8	-4	3
13	Cc1ccc(C)c(N2N=C(C(=O)Nc3nccs3)CCC2=O)c1
  -3	5	-13	-0.6	-3	-3	-2.2	-0.7	30	2
14	COc1ccc(S(=O)(=O)N2CCOCC2)cc1NC(=O)c1cccc2c(=O)c(C)c(-c3ccccc3)oc12
  0	1	8	-0.4	-16	-14	-1.1	1.8	-25	1
15	COc1ccc(C(CCN2CCCCC2)c2c(OC)cc(OC)c3c(-c4ccccc4)cc(=O)oc23)cc1 (configuration not stated)
  2	16	11	i	13	-2	-0.7	-0.6	-1	nt
16	Cc1ccc2ncccc2c1
  3	-7	-8	0.8	1	-3	2.4	2.8	nt	nt

# Other entries
17: CC(NC(=O)CCc1ccc(S(=O)(=O)NC2CCCCC2)cc1)c1ccccc1 (configuration not stated)
18: CN(CCOc1ccc(Cl)cc1)C(=O)C1=CC=CN2CCS(=O)(=O)N=C12
19: COc1ccc(S(=O)(=O)N2CCC(C(=O)NC3CC3)CC2)cc1OC
20: Cc1nn(Cc2ccccc2)c(Cl)c1C(=O)NC1CCCc2ccccc21 (configuration not stated)
21: Cc1cccnc1CN1CCN(Cc2nc(C(c3ccccc3)c3ccccc3)no2)CC1
22: Cc1nc(N)sc1-c1ccccc1
23: C=C(C)CSc1nc2c(c(=O)[nH]c(=O)n2C)n1CCC(C)C
24: CCCN1CCC2(CC1)C(C#N)=C(N)Oc1c2sc2nc(C)cc(C)c12
25: CC[C@@]1(C(=O)OC)N[C@H](CN(C)S(=O)(=O)c2ccc(OC(F)(F)F)cc2)[C@@H]2C(=O)N(C)C(=O)[C@@H]21
26: COc1ccc(C2C3=C(CC(c4ccco4)CC3=O)Nc3ccccc3N2C(C)=O)cc1 (configuration not stated)
27: O=C(Nc1nnc(Cc2ccccc2)s1)Nc1ccccc1F
entry no. | 17 | 18 | 19 | 20 | 21 | 22 | 23 | 24 | 25 | 26 | 27
Mtb FBA inh | 0 | 1 | -1 | -2 | 8 | 2 | 0 | -1 | 3 | 1 | 1
GDH-TPI counter | 0 | 7 | -1 | 0 | -13 | 8 | -10 | 4 | 4 | 34* | -7
PriA SSB inh | -16 | -6 | -16 | -13 | 1 | 12 | 4 | 8 | -6 | 0 | -6
BH1578 lux ind | -0.4 | i | nt | 0.0 | i | i | -0.1 | -0.5 | -1.0 | i | 0.3
MazEF act | 5 | 2 | -1 | -5 | 2 | 10 | 0 | 2 | 2 | 6 | 1
Rv3671c inh | 7 | -12 | -8 | -3 | 8 | nt | -2 | -1 | -1 | -4 | 1
BioA inh | 2.1 | -3.2 | -1.7 | nt | 3.1 | -0.3 | -0.3 | nt | -0.6 | 8.6 | -0.4
Mtb UGM inh | -1.5 | 0.4 | 2.4 | 1.2 | 1.8 | nt | 1.6 | -1.6 | nt | 1.1 | -0.7
VHR inh abs | -4 | nt | -2 | -5 | 35 | nt | -4 | 17 | nt | 21 | 9
3CLpro inhibitor | 3 | nt | 3 | 0 | -2 | nt | 1 | -9 | nt | -6 | -3
